FLuc stim CS: affects firefly luciferase, flagging false hits in luciferase stimulation screens | AID 1027 | P08659 | ATPlite luciferase biochemical, luminescence, 10 min; 0 = ATP-free wells, 1 = DMSO control | activation factor at 10 µM | 200,000 tested, under 10 active;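 active means luciferase activation factor, scaled between plate controls, of at least 2 with compound at 10 µM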
Target sequence (P08659 whole entry, looked up): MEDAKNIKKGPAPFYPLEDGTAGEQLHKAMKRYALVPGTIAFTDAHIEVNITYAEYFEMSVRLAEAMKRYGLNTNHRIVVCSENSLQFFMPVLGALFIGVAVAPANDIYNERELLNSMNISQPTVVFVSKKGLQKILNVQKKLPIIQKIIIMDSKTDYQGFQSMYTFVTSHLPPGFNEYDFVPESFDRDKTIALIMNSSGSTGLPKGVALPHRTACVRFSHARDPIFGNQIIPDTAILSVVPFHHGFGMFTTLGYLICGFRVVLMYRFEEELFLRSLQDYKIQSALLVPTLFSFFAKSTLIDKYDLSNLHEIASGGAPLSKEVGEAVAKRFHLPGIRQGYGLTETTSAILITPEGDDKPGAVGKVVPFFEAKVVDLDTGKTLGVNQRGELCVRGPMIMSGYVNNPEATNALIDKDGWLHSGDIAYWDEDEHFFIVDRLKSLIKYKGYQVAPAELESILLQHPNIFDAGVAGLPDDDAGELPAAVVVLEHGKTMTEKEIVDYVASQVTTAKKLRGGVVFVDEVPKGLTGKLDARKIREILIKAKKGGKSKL
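Material: Luciferase/luciferin reagent mix | Doses: Test compounds dosed from 2 mM stocks in 100% DMSO | Timing: 10 min incubation after luciferase reagent addition, room temperature | Measured by: Luminescence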
TNAP inh hi DEA: blocks human TNAP under high phosphate acceptor concentration; purified TNAP, CDP-star luminescence, 1 M DEA; inhibition, % at 20 µM; hit rate 0.03% among 200,000; AID 1135;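 active means over 50% inhibition of tissue-nonspecific alkaline phosphatase at 20 µM in the single-dose screen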;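 further: plate controls were DMSO wells for no effect and EDTA-quenched wells as full inhibition for full effect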
Target sequence (P05186 whole entry, looked up): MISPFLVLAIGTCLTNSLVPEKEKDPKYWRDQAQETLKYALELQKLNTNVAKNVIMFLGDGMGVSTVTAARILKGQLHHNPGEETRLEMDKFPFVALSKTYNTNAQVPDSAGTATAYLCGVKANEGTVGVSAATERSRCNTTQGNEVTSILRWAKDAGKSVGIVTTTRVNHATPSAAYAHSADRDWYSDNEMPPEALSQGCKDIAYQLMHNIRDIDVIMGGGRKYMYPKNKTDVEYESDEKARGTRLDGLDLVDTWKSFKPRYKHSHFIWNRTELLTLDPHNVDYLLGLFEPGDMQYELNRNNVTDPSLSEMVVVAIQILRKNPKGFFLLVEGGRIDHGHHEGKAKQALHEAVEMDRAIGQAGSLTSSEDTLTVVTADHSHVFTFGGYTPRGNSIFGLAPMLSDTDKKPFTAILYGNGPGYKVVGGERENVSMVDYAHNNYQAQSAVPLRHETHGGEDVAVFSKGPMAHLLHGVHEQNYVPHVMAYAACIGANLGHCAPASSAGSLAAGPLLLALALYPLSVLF
TNAP inh noacc: blocks human TNAP activity with no phosphate acceptor present. P05186. purified TNAP, CDP-star luminescence, 30 min. inhibition, % at 20 µM. hit rate 0.26% among 200,000;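 active means tissue-nonspecific alkaline phosphatase inhibition above about 50% at 20 µM in the single-dose screen, limit read from the data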;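 further: 0% = DMSO negative control and 100% = EDTA positive control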
bIAP activator: increases bovine intestinal alkaline phosphatase activity. purified bovine IAP, CDP-star luminescence, 30 min; active compounds read high; fold of DMSO-control signal, blank-subtracted. activation factor at 20 µM. hit rate 0.17% among 200,000. AID 1016;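 active means activation factor of 2 or more at 20 µM, a signal rise over negative controls twice the positive control's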
APP transl inh: APP translation inhibition. inhibition, % at 2 µM. SH-SY5Y APP 5'UTR-luciferase reporter, luminescence. hit rate 0.82% among 190,000;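 active means inhibition above a set limit, derived from the sample mean plus 3 SD, cut at about 45% in these data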; further: values of inactives mirror those of a sister screen read the other way
RAM network inh: inhibitors of the yeast RAM network; S. cerevisiae dse1pr::URA3 reporter, 5-FOA growth OD615, 2 d; analog-sensitive cbk1-as2 kinase mutant strain; inhibition, % at 50 µM; hit rate 1.8% among 190,000; AID 868;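 active means inhibition above a set limit, 3 SD over mean compound inhibition, cut at about 8.4% in these data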;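 further: 0% = DMSO-only wells with no growth and 100% = 10 µM 1-NA-PP1 full growth; inhibition rescues growth on 5-FOA so higher OD means more RAM inhibition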
bIAP inhibitor: intestinal alkaline phosphatase (bovine) inhibition; purified bovine IAP, CDP-star luminescence, 30 min; AID 1019; 190,000 tested, under 10 active; inhibition, % at 20 µM;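 active means over 50% inhibition of intestinal alkaline phosphatase at 20 µM in the single-dose screen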
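System: Purified bovine intestinal alkaline phosphatase (IAP) enzyme | Input: IAP diluted 1/65,000,000 in the well | Also added: CDP-star chemiluminescent phosphatase substrate, 30 µM final | Dosing: 20 µM single dose | Times: Enzyme reaction for 30 min at room temperature | Detection: Luminescence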
TNAP act hiacc: increases human TNAP activity under high phosphate acceptor concentration; P05186; activation factor at 20 µM; 200,000 tested, under 10 active; AID 1136; purified TNAP, CDP-star luminescence, 1 M DEA, 30 min; active compounds read high; 0 = EDTA background, 1 = DMSO-only activity;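 active means activation factor at least 2 at 20 µM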
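Assay system: human TNAP; Input: enzyme diluted 1/800 final; Reagent: CDP-star luminogenic substrate at 100 µM final; Timing: 30 min, room temperature; Signal: luminescence; Evaluation: TNAP activation factor scaled between EDTA and DMSO control wells.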
L major viab: inhibitors of Leishmania major promastigote growth; Leishmania major promastigotes, resazurin fluorescence viability; inhibition, % at 10 µM; hit rate 9% among 200,000; in the data active means inhibition above about 50%;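 further: promastigotes grown with compound for 44 hours at 28 °C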
FLuc inhib CS: counter-screen for luciferase assay inhibitors: firefly luciferase inhibition. P08659. ATPLite firefly luciferase biochemical luminescence, 10 min. inhibition, % at 10 µM. hit rate 1.5% among 200,000;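 active means inhibition above about 50% when tested at 10 µM, limit read from the data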
Active calls of the source: *; / = no result given. Not a hit list. Share with any hit: about 13%.

1. c1ccc2cc(CSCc3nc4ccccc4[nH]3)ccc2c1
2. N#CC1=C(SCC(=O)c2cc3ccccc3oc2=O)NC(=O)C(C#N)C12CCCC2 (stereo not given)
3. S=C(NCc1ccncc1)Nc1ccccc1
4. O=C(c1cc2ncc(Br)cn2n1)N1CCCCC1
5. COc1ccc(OC)c(NC(=S)NN2CCOCC2)c1
entry no.	1	2	3	4	5
bIAP activator	1	1.2	0.9	0.9	0.9
TNAP inh noacc	-53	-4	-17	-5	-9
FLuc inhib CS	-4	-6	-6	-4	0
APP transl inh	-1	-22	-5	8	-8
TNAP inh hi DEA	-3	-5	-3	-5	2
RAM network inh	2.6	4.2	0.1	-0.4	1.6
L major viab	19	-19	3	-3	-6
bIAP inhibitor	-2	-18	5	6	6
FLuc stim CS	1	1.1	1.1	1	1
TNAP act hiacc	1	1.1	1	1	1

6. C#CCOCCOCCOCCNc1nc(N2CCN(C(=O)[C@H]([C@@H](C)CC)n3cc(CCCN=C(N)N)nn3)CC2)nc(N2CCN(C(=O)[C@H](C)n3cc(CCCN=C(N)N)nn3)CC2)n1
7. Cc1ccccc1OCC(=O)N/N=C/c1ccco1
8. Cc1cc2cc(CN(Cc3cccs3)C(=S)NCc3ccco3)c(=O)[nH]c2cc1C
9. Cn1cccc1CNC1CCCC1
10. CC1CCCCC1NC(=O)C1CCN(C(=O)c2sccc2-n2cccc2)CC1 (stereo not given)
entry no.	6	7	8	9	10
bIAP activator	1	1	0.3	0.9	1.1
TNAP inh noacc	-18	-8	-14	-3	10
FLuc inhib CS	-4	-1	-5	-4	-1
APP transl inh	7	20	14	7	-9
TNAP inh hi DEA	-7	-2	-4	3	0
RAM network inh	-0.1	2.2	2.3	-0.1	0.1
L major viab	-6	0	88*	6	-4
bIAP inhibitor	4	2	/	6	-9
FLuc stim CS	1	1	1.1	1	1
TNAP act hiacc	1.1	1	1	1	1

11. Cc1nc(NCc2ccccn2)c2c3c(sc2n1)CCCC3
12. CCS(=O)(=O)N1CCN(Cc2ccncc2)CC1
13. COc1cc(NC(=O)Cn2c(=O)n(-c3cccc(C)c3)c(=O)c3c(C)c(C)sc32)cc(OC)c1
14. Cc1ccc(-c2nc(CS(=O)CC(=O)NC3CCC(C)CC3)c(C)o2)cc1 (stereo not given)
15. C=CCC1(O)CC(c2ccco2)NC(c2ccco2)C1CCC (stereo not given)
entry no.	11	12	13	14	15
bIAP activator	1.1	1	1	1.1	1
TNAP inh noacc	-20	-2	-8	7	-4
FLuc inhib CS	-4	-8	-7	-2	-7
APP transl inh	19	-13	9	/	-16
TNAP inh hi DEA	-6	-5	1	-2	-5
RAM network inh	0.5	1.8	5.6	1.4	-0.3
L major viab	6	-3	0	-1	22
bIAP inhibitor	-8	2	5	-14	-2
FLuc stim CS	1	1.1	1.1	1	1.1
TNAP act hiacc	1.1	1.1	1	1	1.1

16. CC(Sc1nncn1C)C(=O)Nc1ccc(Cl)cn1 (stereo not given)
17. O=C(CN1CCCc2ccccc21)N/N=C/c1c(O)ccc2ccccc12
18. CC(=O)N1CCc2c(sc(NC(=O)C3CC3)c2-c2nc3ccccc3s2)C1
19. O=C(CCC(=O)NNC(=O)Cc1ccccc1)NCc1ccccc1
20. COC(=O)c1cc(CSc2nnc(-c3ccccc3)c(-c3ccccc3)n2)oc1C
entry no.	16	17	18	19	20
bIAP activator	0.9	0.9	1	1	1
TNAP inh noacc	-27	-18	-22	-12	-11
FLuc inhib CS	-4	-3	-9	-7	-5
APP transl inh	12	-4	20	-11	-13
TNAP inh hi DEA	0	5	-3	-6	0
RAM network inh	0.8	-0.1	5.5	1.0	2.1
L major viab	-7	99*	43	-6	3
bIAP inhibitor	8	6	-4	-4	-5
FLuc stim CS	1	1	1.1	1.1	1
TNAP act hiacc	1	0.9	1	1.1	1

21. C/C(=N\NC(=O)c1ccccc1[N+](=O)[O-])c1c(O)cc(C)oc1=O
22. O=C(CSc1nnc(-c2cccs2)o1)NCC1CN(Cc2ccccc2)CCO1 (stereo not given)
23. Cc1cc(=O)oc(C)c1C(=O)N1CCN(Cc2ccc3c(c2)OCO3)CC1
24. CC1CCCC(NC(=O)COC(=O)c2ccccc2Sc2ccccc2C#N)C1C (stereo not given)
25. NNC(=O)C1CC1c1ccccc1 (stereo not given)
entry no.	21	22	23	24	25
bIAP activator	1	1	1	0.9	0.8
TNAP inh noacc	1	-4	-11	-4	-6
FLuc inhib CS	-10	-1	-8	-7	0
APP transl inh	4	-8	-6	-4	-7
TNAP inh hi DEA	-6	-1	-4	4	-3
RAM network inh	-1.2	0.8	-1.2	3.4	1.6
L major viab	-6	-3	-3	-5	-6
bIAP inhibitor	0	-2	0	8	15
FLuc stim CS	1.1	1	1.1	1.1	1
TNAP act hiacc	1.1	1	1	1	1

2 records drawn at random from those above:
22. O=C(CSc1nnc(-c2cccs2)o1)NCC1CN(Cc2ccccc2)CCO1 (stereo not given)
21. C/C(=N\NC(=O)c1ccccc1[N+](=O)[O-])c1c(O)cc(C)oc1=O
entry no.	22	21
bIAP activator	1	1
TNAP inh noacc	-4	1
FLuc inhib CS	-1	-10
APP transl inh	-8	4
TNAP inh hi DEA	-1	-6
RAM network inh	0.8	-1.2
L major viab	-3	-6
bIAP inhibitor	-2	0
FLuc stim CS	1	1.1
TNAP act hiacc	1	1.1

Additional entries:
26. CC(O)c1nc2ccccc2n1Cc1ccc([N+](=O)[O-])cc1 (stereo not given)
27. Cc1nc(NS(=O)(=O)c2ccccc2)sc1NC(=O)OC(C)C
28. CCn1c(COc2cccc(C)c2)nc2ccccc21
29. CS(=O)(=O)Cc1cc(Sc2ccccc2)nc(-c2ccncc2)n1
30. COc1cc(-c2nnc(Sc3ccc(C(F)(F)F)cc3[N+](=O)[O-])o2)cc(OC)c1OC
entry no.	26	27	28	29	30
bIAP activator	0.6	1	1.2	1.2	0.9
TNAP inh noacc	-7	-3	-5	-15	-4
FLuc inhib CS	-5	-3	2	-4	-10
APP transl inh	-2	-8	-1	-19	-12
TNAP inh hi DEA	-5	4	1	-7	-5
RAM network inh	1.1	1.6	0.2	-0.8	1.5
L major viab	-3	1	34	14	31
bIAP inhibitor	41	-4	-16	-24	9
FLuc stim CS	1.1	1	1	1	1.1
TNAP act hiacc	1.1	1	1	1.1	1

31. CC(=O)Nc1ccc(S(=O)(=O)Oc2cccc(/C=C3\SC(N)=NC3=O)c2)cc1
32. Cc1cc[n+](CC(=O)c2ccc(NC(=O)c3ccccc3)cc2)cc1
33. COc1ccc(Br)cc1C(=O)Nc1cccc(NC(=O)c2ccco2)c1
34. Cc1ccc(S(=O)(=O)NCC(=O)N(CC(=O)NCc2ccco2)Cc2ccc3c(c2)OCO3)cc1
35. Nc1nonc1C(=O)NCCNc1ncccc1[N+](=O)[O-]
entry no.	31	32	33	34	35
bIAP activator	1	0.7	0.9	0.9	0.9
TNAP inh noacc	-30	-10	-13	-6	4
FLuc inhib CS	0	-6	0	2	-2
APP transl inh	5	-18	24	-4	-17
TNAP inh hi DEA	0	-3	-10	2	-24
RAM network inh	1.8	0.1	5.6	2.0	1.3
L major viab	8	-4	-8	-5	-2
bIAP inhibitor	-5	31	6	6	9
FLuc stim CS	1	1.1	1	1	1
TNAP act hiacc	1	1	1.1	1	1.2

Only TNAP act hiacc (5 entries from above):
nr	Compound	TNAP act hiacc
14	Cc1ccc(-c2nc(CS(=O)CC(=O)NC3CCC(C)CC3)c(C)o2)cc1 (stereo not given)	1
4	O=C(c1cc2ncc(Br)cn2n1)N1CCCCC1	1
13	COc1cc(NC(=O)Cn2c(=O)n(-c3cccc(C)c3)c(=O)c3c(C)c(C)sc32)cc(OC)c1	1
12	CCS(=O)(=O)N1CCN(Cc2ccncc2)CC1	1.1
18	CC(=O)N1CCc2c(sc(NC(=O)C3CC3)c2-c2nc3ccccc3s2)C1	1

Continued.
36. Cn1c(NC(=O)c2cc(Cl)ccc2Cl)cc(=O)n(C)c1=O
37. COC(=O)c1ccc(C2C(Oc3ccc(OC)cc3)C(=O)N2CCc2ccc(OC)c(OC)c2)cc1 (stereo not given)
38. O=C1c2ccccc2C(=O)N1CCc1nc2ccccc2c(=O)n1CCCn1ccnc1
39. CCN(CC(=O)Nc1cccc(C#N)c1)CC(=O)Nc1cccc(OC)c1
40. CC1(C)C(=O)OC(c2cccc([N+](=O)[O-])c2)C2(CCCCC2)C1=O (stereo not given)
entry no.	36	37	38	39	40
bIAP activator	1	1.1	1	1	1
TNAP inh noacc	-6	-12	0	-14	-8
FLuc inhib CS	2	2	-4	-4	-4
APP transl inh	2	2	-17	-8	-12
TNAP inh hi DEA	0	-3	-2	-6	-4
RAM network inh	0.5	2.6	0.4	0.5	1.4
L major viab	6	-1	-6	44	-4
bIAP inhibitor	-2	-14	4	-2	0
FLuc stim CS	1	1	1	1	1
TNAP act hiacc	1	1	1	1.1	1

41. O=C(CCC1CCCCC1)NCc1ccc(F)cc1
42. COC(=O)COc1ccc(S(=O)(=O)Nc2ccccc2C(=O)OC)cc1
43. COc1ccc(S(=O)(=O)N2CCC(N3CCCCC3)CC2)cc1
44. O=C(COC(=O)c1ccc2c(c1)C(=O)N(Cc1ccncc1)C2=O)Nc1ccccc1[N+](=O)[O-]
45. CCOC(=O)c1c(NC(=O)c2ccnn2C)sc(C)c1C
entry no.	41	42	43	44	45
bIAP activator	1.2	1	1	1.1	0.6
TNAP inh noacc	-4	-13	-13	-3	-10
FLuc inhib CS	2	-6	-5	-2	-9
APP transl inh	2	-10	11	-5	-4
TNAP inh hi DEA	-1	-5	-6	0	-6
RAM network inh	0.1	1.0	3.7	1.6	1.5
L major viab	44	-3	92*	54*	4
bIAP inhibitor	-18	3	-2	-6	38
FLuc stim CS	1	1.1	1.1	1	1.1
TNAP act hiacc	1	1	1.1	1	1.1

46. CCC(C)(C)NC(=O)CN(C(=O)C(=O)Nc1ccc2c(c1)OCCO2)C(C)(C)CC
47. O=c1[nH]c(SCC2CCCCO2)nc2ccccc12 (stereo not given)
48. O=C(Nc1ccccc1Cl)c1ccc(COc2ccc3c(c2)CCC3)cc1
49. CCOC(=O)c1cccc(NC(=S)NCc2ccc(C)cc2)c1
entry no.	46	47	48	49
bIAP activator	1.1	0.4	0.9	0.9
TNAP inh noacc	-5	-9	-8	-22
FLuc inhib CS	-6	12	-2	1
APP transl inh	-11	-10	2	12
TNAP inh hi DEA	-2	2	0	-4
RAM network inh	0.2	1.0	11*	1.5
L major viab	9	-9	-5	2
bIAP inhibitor	-11	/	8	7
FLuc stim CS	1.1	0.9	1	1
TNAP act hiacc	1	1	1	1

Screening results from PubChem.
